D1 antag – Antagonist of Human D 1 Dopamine Receptor: qHTS. activity change, negative = inhibition, % at 10 µM. AID 504652, 2011. HEK293 TREx D1 cells, calcium flux, dopamine EC80; hits give low values. D(1A) dopamine receptor (Homo sapiens), P21728. 360,000 compounds, 3.2% hits; in the data active = activity change below about -30%; note: % is set by controls: 0 for no effect and ±100 for the full control effect
Target sequence (P21728 whole entry, looked up): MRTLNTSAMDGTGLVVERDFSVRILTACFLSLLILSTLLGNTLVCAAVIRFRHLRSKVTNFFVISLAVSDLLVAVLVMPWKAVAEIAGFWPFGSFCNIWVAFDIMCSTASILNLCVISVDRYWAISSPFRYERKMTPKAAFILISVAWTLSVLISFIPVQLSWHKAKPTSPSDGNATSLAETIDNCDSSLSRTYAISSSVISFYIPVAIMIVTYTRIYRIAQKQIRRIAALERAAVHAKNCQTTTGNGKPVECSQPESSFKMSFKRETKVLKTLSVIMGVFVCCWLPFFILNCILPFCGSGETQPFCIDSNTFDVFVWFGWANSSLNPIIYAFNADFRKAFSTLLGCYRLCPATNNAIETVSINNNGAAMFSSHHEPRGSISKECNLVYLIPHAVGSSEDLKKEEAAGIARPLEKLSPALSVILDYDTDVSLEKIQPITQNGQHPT
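Antagonism measured as reduced calcium response to an EC80 dopamine addition following 180 s compound pre-read; cells were inducible HEK293 Trex D1 plated overnight at 30 C, read kinetically at 1 cycle/sec.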
TRHR agonist – qHTS for Small Molecule Agonists and Allosteric Enhancers of Human TRH Receptor: Primary Screen for Agonists; TRHR cells, calcium flux fluo-8, FDSS agonist mode; activation, % at 2 µM; Thyrotropin-releasing hormone receptor (Homo sapiens), P34981; 360,000 compounds, 0.18% hits; note: 0% is about no effect
Target sequence (P34981 whole entry, looked up): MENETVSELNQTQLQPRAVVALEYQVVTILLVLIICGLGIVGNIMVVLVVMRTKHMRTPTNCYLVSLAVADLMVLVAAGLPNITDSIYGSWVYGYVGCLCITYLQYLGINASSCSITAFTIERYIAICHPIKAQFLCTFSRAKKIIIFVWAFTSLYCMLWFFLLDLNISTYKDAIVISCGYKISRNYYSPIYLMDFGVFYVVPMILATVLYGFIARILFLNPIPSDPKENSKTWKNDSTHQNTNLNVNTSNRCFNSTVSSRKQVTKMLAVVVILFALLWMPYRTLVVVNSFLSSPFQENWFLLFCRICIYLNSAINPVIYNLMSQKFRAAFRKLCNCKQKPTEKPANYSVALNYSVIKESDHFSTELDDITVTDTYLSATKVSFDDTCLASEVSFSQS
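TRHR-expressing cells, plated overnight in medium with 10% serum, were loaded with fluo-8 calcium dye at room temperature. After a 10 s baseline, library compound was pin-added and calcium release was recorded kinetically (ex 480/em 530) as agonist response.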
D1 potentiator – Potentiators of Human D1 Dopamine Receptor: qHTS. HEK293 TREx D1 cells, calcium flux, dopamine EC20 potentiation. potentiation, % at 10 µM. D(1A) dopamine receptor (Homo sapiens), P21728. 360,000 compounds, 0.036% hits. AID 504651, 2011; in the data active = potentiation above about 30%; note: 0% is about no effect
TRHR enhancer – qHTS for Small Molecule Agonists and Allosteric Enhancers of Human TRH Receptor: Primary Screen for Enhancers. TRHR cells, fluo-8 calcium fluorescence, EC20 TRH enhancement. AID 493056, 2011. enhancement, % at 2 µM. Thyrotropin-releasing hormone receptor (Homo sapiens), P34981. 360,000 compounds, 0.66% hits; in the data active = enhancement above about 30%; note: 0% is about no effect
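Enhancer read-out: after compound pinning and an initial kinetic agonist-mode read, an EC20 of TRH (10 nM final) was injected and fluo-8 calcium signal (Ex 480/Em 530) followed at 1 s/cycle for 100 cycles in TRHR-expressing cells.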
D1 agonist – Allosteric Agonists of the Human D1 Dopamine Receptor: qHTS. D(1A) dopamine receptor (Homo sapiens), P21728. HEK293 T-REx D1 cells, calcium flux, agonist mode. activation, % at 2 µM. 360,000 compounds, 1% hits. AID 504660, 2011; note: 0% is about no effect
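Tetracycline-induced HEK293 TREx D1 cells, force-coupled to calcium signalling, were dye-loaded with a no-wash calcium kit. Compound was pin-added after a 10 s baseline. Fluorescence was read kinetically at 1 cycle/s for 180 s, with calcium rises flagged as agonism.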
D2 PAM – HTS Assay for Positive Allosteric Modulators of the Human D2 Dopamine Receptor: Primary Screen for Potentiators; D(2) dopamine receptor (Homo sapiens), P14416; potentiation, % at 10 µM; 340,000 compounds, 0.34% hits; HEK293 T-REx D2, calcium flux, EC20 dopamine potentiation;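 active = potentiation over 3 SD above the plate norm, cut at about 30% in these data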; note: 0% is about no effect
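Primary screen. Calcium kinetics in induced HEK293 T-REx D2 cells: compound pre-addition 180 s, EC20 dopamine, 180 s more.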
D2 ag – HTS Assay for Allosteric Agonists of the Human D2 Dopamine Receptor: Primary Screen for Agonists; HEK293 T-REx D2 cells, calcium flux agonist mode; D(2) dopamine receptor (Homo sapiens), P14416; 340,000 compounds, 0.53% hits; activation, % at 2 µM; AID 485358, 2010;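 active = activation over 3 SD above normal in the single-dose calcium agonist read, cut at about 30% in these data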; note: 0% is about no effect
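Agonism is scored from calcium flux in a force-coupled, inducible HEK293 cell line expressing D2, read kinetically for 180 s after compound addition against dopamine controls.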
RXFP1 antag – qHTS Assay for Antagonists of the Relaxin Receptor RXFP1. HEK293-RXFP1, relaxin-stimulated cAMP HTRF, 30 min; hits give low values. 350,000 compounds, 0.59% hits. activity change, negative = inhibition, % at 57.5 µM. Relaxin receptor 1 (Homo sapiens), Q9HBX9;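 active = activity change of -60% or lower, but not beyond a set lower limit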; note: % is set by controls: 0 for no effect and ±100 for the full control effect
D2 antagonist – HTS Assay for Allosteric Antagonists of the Human D2 Dopamine Receptor: Primary Screen for Antagonists | D(2) dopamine receptor (Homo sapiens), P14416 | HEK293 TREx D2 cells, calcium flux, dopamine EC80 | inhibition, % at 10 µM | 340,000 compounds, 2% hits | AID 485344, 2010; in the data active = inhibition above about 30%; note: 0% is about no effect
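Tetracycline-induced HEK293 T-REx cells expressing D2 force-coupled to calcium signalling were dye-loaded, exposed to compound for 180 s, then challenged with an EC80 of dopamine; calcium flux was followed kinetically for a further 180 s.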
* marks the source's active call; other numbers are inactive results; . = no result given. Cut-off read from the data, not from the text of the source, unless noted: active = activation above about 30%; inactive = the rest.

SMILES | D1 antag | TRHR agonist | D1 potentiator | TRHR enhancer | D1 agonist | D2 PAM | D2 ag | RXFP1 antag | D2 antagonist
CCCn1c(SCC(=O)Nc2ccccc2-c2ccccc2)nnc1-c1ccoc1C | -24 | 0.5 | -2 | -24 | 0 | 2 | 0.2 | 1 | -17
Cc1ccc(-c2cc(C(=O)N(Cc3ccc(C(C)(C)C)cc3)Cc3ccco3)no2)cc1 | 5 | -0.7 | 0 | -4 | 13 | 13 | -1.5 | . | .
O=C(Nc1nc2ccccc2s1)C1CC(=O)N(c2ccc(F)cc2)C1 (centres undefined) | -7 | -0.3 | -6 | 1 | 3 | 10 | -0.3 | 1 | 19
Cc1ccc(NC(=O)c2ccc([N+](=O)[O-])cc2Cl)nc1 | -3 | -1.1 | 2 | -3 | 1 | 8 | -0.7 | 3 | -13
CC(=O)Nc1ccc(NC(=O)COc2c(C)cc(Br)cc2C)cc1 | . | -0.7 | -3 | 3 | 0 | -4 | -1.0 | -6 | -5
C=CCN1C(=O)C(CC(=O)O)SC1=Nc1ccc(C(=O)O)cc1 (centres undefined) | -16 | 0.3 | 11 | 3 | 3 | 8 | -0.5 | -26 | -9
O=C(CSc1nnc(C2CC2)n1-c1ccccc1)NCCN1C(=O)CSC1=O | 22 | 0.8 | 6 | -5 | -3 | 0 | -0.2 | -7 | -7
CCc1ccc(OC(C)c2nc(-c3ccc(-n4cccc4)cc3)no2)cc1 (centres undefined) | -3 | -4.8 | 0 | -1 | 14 | 5 | -1.2 | -5 | .
CN1C(=O)C(C)(C)c2cc(S(=O)(=O)N3CCC(C(=O)NCc4ccc(F)cc4)CC3)ccc21 | -28 | -0.4 | 0 | -4 | 0 | -8 | 0.6 | . | 5
O=C(Nc1ccccc1)N(CCc1nc2ccccc2[nH]1)C1CCCC1 | 9 | -0.5 | 1 | -1 | -1 | 15 | -0.2 | -6 | -1
O=C(c1cc(-c2ccccc2)n[nH]1)N1CCN(S(=O)(=O)c2ccccc2)CC1 | 3 | 0.4 | -7 | 3 | 0 | 9 | -0.3 | . | 11
O=C(NC(=S)Nc1cccc([N+](=O)[O-])c1)c1ccccc1 | -20 | -0.1 | -2 | 6 | 3 | -3 | -0.4 | 7 | -3
O=C(c1cccs1)N1CCN(S(=O)(=O)Cc2ccccc2)CC1 | 13 | -1.6 | -8 | 7 | 6 | -16 | -0.4 | -11 | 22
COc1cccc(C(=O)NNC(=O)c2cccc(F)c2)c1 | 5 | 0.4 | 3 | 24 | 0 | -4 | 0.8 | 5 | 1
CC(C)(C)n1nnnc1CN(Cc1ccco1)Cc1cc2cc3c(cc2[nH]c1=O)OCO3 | 2 | 0.3 | -1 | 6 | 3 | 2 | -0.1 | -6 | 0
O=c1[nH]ncn1-c1ccccc1C(F)(F)F | -12 | 0.1 | -1 | 0 | 1 | -7 | . | -2 | .
CCN(C(=O)CSc1nnnn1-c1ccccc1OC)C1CCS(=O)(=O)C1 (centres undefined) | 13 | -0.4 | -5 | -5 | 1 | -17 | 0.0 | -2 | -25
COc1ccc(Nc2nc(N)nc(CCl)n2)cc1 | 7 | -0.2 | -3 | 1 | 0 | 8 | -0.3 | 3 | -9
O=C(COc1ccccc1Cl)Nc1cc(NC(=O)COc2ccccc2Cl)cc(C(=O)O)c1 | -1 | -0.8 | -3 | -3 | 5 | -5 | -0.2 | -7 | -7
COc1ccc(-n2nnc3c(=O)n(CC(=O)Nc4cc(C)on4)cnc32)cc1 | 5 | 0.6 | -2 | 2 | -2 | 2 | 1.9 | -7 | 1
CCOc1cccc(CC(=O)N2CCc3c([nH]c4ccccc34)C2c2ccc(OC)cc2)c1OCC (centres undefined) | -5 | 0.0 | -2 | 4 | 3 | -13 | 0.8 | 11 | .
Cc1ccnc(NC(=O)Cn2ccc([N+](=O)[O-])n2)c1 | 0 | 0.0 | 2 | 4 | 0 | 8 | 0.3 | -15 | -8
CCOC(=O)c1csc(N/N=C2\CCc3ccccc32)n1 | 8 | 1.8 | -1 | 0 | 5 | 14 | 0.9 | -18 | 17
O=C(CCNC(=O)c1ccccc1Cl)Nc1ccc(Cl)c(C(F)(F)F)c1 | 2 | -0.2 | -7 | -1 | 27 | -21 | 0.6 | -10 | 15
O=C(Cc1ccccc1)Nc1nonc1NC(=O)c1ccccc1 | 8 | 0.3 | -7 | 4 | 3 | -8 | 0.4 | 8 | -3
COc1ccccc1NC(=O)/C=C\c1ccco1 | -3 | 1.0 | -4 | 12 | 2 | 24 | 3.4 | 3 | -11
O=C(O)CC1C(=O)NCCN1CCCc1ccccc1 (centres undefined) | 10 | -0.3 | -8 | -5 | 4 | -2 | 2.0 | . | 3
CCCCc1c(O)nc2sc3cc(OC)ccc3n2c1=O | . | -0.1 | 1 | 1 | 2 | -2 | 0.3 | 0 | 12
O=C(c1ccccc1NS(=O)(=O)c1ccccc1[N+](=O)[O-])N1CCOCC1 | -6 | -1.7 | 4 | -3 | 0 | -2 | -1.5 | 11 | -11
CC(=O)Nc1ccc(OC(=O)c2cc3ccccc3oc2=O)cc1 | -6 | -0.7 | -8 | -5 | 1 | -4 | -0.4 | -9 | 3

Record cards, as listed above. Values in the order: D1 antag	TRHR agonist	D1 potentiator	TRHR enhancer	D1 agonist	D2 PAM	D2 ag	RXFP1 antag	D2 antagonist
COc1ccccc1NC(=O)/C=C\c1ccco1 in the list: -3	1.0	-4	12	2	24	3.4	3	-11
CCCCc1c(O)nc2sc3cc(OC)ccc3n2c1=O in the list: .	-0.1	1	1	2	-2	0.3	0	12
O=C(Cc1ccccc1)Nc1nonc1NC(=O)c1ccccc1 in the list: 8	0.3	-7	4	3	-8	0.4	8	-3

Additional entries
SMILES | D1 antag | TRHR agonist | D1 potentiator | TRHR enhancer | D1 agonist | D2 PAM | D2 ag | RXFP1 antag | D2 antagonist
O=C(CNC(=O)c1ccc(F)cc1)c1ccc(Cl)cc1 | -33* | -0.8 | -7 | 43* | 15 | -4 | -0.6 | -10 | 24
COc1ccc([N+](=O)[O-])c(OC)c1C(=O)NC(=O)Nc1c(F)c(F)c(F)c(F)c1F | 9 | -0.7 | 0 | -10 | 3 | 8 | -1.6 | -8 | 6
Cc1cc2c(cc1S(=O)(=O)Nc1cccc(F)c1C)NC(=O)CO2 | 35 | -0.1 | -1 | 0 | 2 | -5 | -0.2 | -4 | 12
COc1ccc(Cl)cc1NC(=O)CSc1nncn1-c1cccnc1 | 2 | 0.9 | 3 | 0 | 2 | 11 | -0.1 | 4 | 9
Cn1ccc(C(=O)N/N=C/c2ccccc2[N+](=O)[O-])n1 | -14 | 1.0 | -3 | -5 | 4 | 12 | 1.0 | -1 | 28
COC(=O)c1ccc(CSc2nc3ccc(C)cc3[nH]2)o1 | -6 | -0.8 | -1 | 10 | 2 | -1 | 1.1 | 0 | 16
CC1=C(C(=O)OC(C)C)C(c2cccc(F)c2)N2C(=O)C(C)SC2=N1 (centres undefined) | 9 | -0.6 | 4 | -3 | 9 | 8 | -1.7 | -19 | 5
COc1ccccc1NC(=O)C1C2C=CC(O2)C1C(=O)O (centres undefined) | 1 | 0.6 | -5 | -2 | 4 | -3 | -0.7 | . | 4
Cc1cccc(CN2CCC(Oc3ccc(C(=O)N4CCCC4)cc3)CC2)n1 | -4 | 0.1 | -5 | -3 | 2 | . | . | 4 | .
COc1cccc(NC(=O)CSc2nnc(NC(=O)C3CCC3)s2)c1 | 3 | 0.5 | -7 | -2 | 4 | . | . | -17 | .
CCOC(=O)C1CCN(C(=O)CS(=O)(=O)Cc2nc(-c3ccccc3Cl)oc2C)CC1 | -40* | -0.7 | -10 | 5 | 9 | . | . | -10 | .
CCCC(=O)Nc1nc2ccc(C(=O)OCC)cc2s1 | 8 | -0.2 | 8 | 5 | 20 | 3 | -0.5 | . | 6
Fc1ccc(CN2CCCCCCC2)cc1 | 8 | 0.5 | 0 | 7 | 0 | 6 | -0.1 | -14 | 7
C=CCOc1ccc(C(=O)Nc2ccccc2C(=O)N2CCCC2)cc1 | -11 | -0.1 | -1 | -1 | -1 | 11 | 0.4 | -6 | -4
COc1ccc(-c2cn[nH]c2N)cc1 | . | 0.5 | -1 | 0 | -1 | 13 | -0.1 | -10 | -6
CCOC(=O)C1CCN(S(=O)(=O)c2ccc(C)c(C(=O)NC3CCCCC3)c2)CC1 | -25 | -1.2 | -9 | 3 | 1 | 5 | -1.0 | -10 | -8
COc1ccccc1NC(=O)c1cc(C)oc1C | 7 | -0.8 | -2 | 4 | -1 | -4 | 0.3 | -4 | -4
COc1ccc(OC)c(N(CC(=O)NN=C2CCN(C)CC2)S(=O)(=O)c2ccccc2)c1 | 4 | 0.2 | 10 | 15 | 2 | 6 | -0.7 | -21 | 6
CCCCn1c(N)c(N(CC(C)C)C(=O)c2ccncc2)c(=O)[nH]c1=O | 3 | 0.5 | -2 | -1 | 0 | -11 | 0.6 | -10 | 2
Cc1cc(C)nc(SC2CC(=O)N(c3ccc(Br)cc3)C2=O)n1 (centres undefined) | -11 | -0.1 | -3 | -8 | 2 | -6 | 0.1 | -4 | 15
CCOC(=O)c1cnc2c(c(C)nn2-c2ccc(C)cc2)c1Cl | 9 | 0.2 | 0 | 2 | 1 | -1 | -0.1 | 3 | -7
COc1ccc(-c2cc(C(=O)NCc3cccnc3)no2)cc1 | -4 | -0.2 | -4 | -5 | 1 | -9 | -1.2 | 15 | 6
CC(=O)Nc1ccc(S(=O)(=O)Nc2cc(C)c(-n3nc4ccccc4n3)cc2O)cc1 | -8 | 2.1 | -4 | 6 | 4 | 5 | -0.4 | -2 | -2
CCOC(=O)N1CCN(CC(O)COCc2cc(OC)c(OC)c(OC)c2)CC1 (centres undefined) | -22 | 0.0 | 3 | -1 | 1 | 11 | 2.0 | 10 | -6

Some entries already given, limited to D1 antag, D1 agonist and TRHR agonist:
smiles,D1 antag,D1 agonist,TRHR agonist
CCOC(=O)c1cnc2c(c(C)nn2-c2ccc(C)cc2)c1Cl,9,1,0.2
COc1ccc(-c2cc(C(=O)NCc3cccnc3)no2)cc1,-4,1,-0.2
CC(=O)Nc1ccc(S(=O)(=O)Nc2cc(C)c(-n3nc4ccccc4n3)cc2O)cc1,-8,4,2.1

Source: PubChem BioAssay
